Source: PubChem
Menin MLL FP TR = menin-MLL binding inhibition, Texas Red mutant peptide | Menin + Texas Red MLL mutant peptide, fluorescence polarization | Potency, µM (titrated, usually from 61.6 µM), inactives show at the top dose FP activity change, negative = inhibition, usual class: inhibitors | 0.23% of 270,000 active; active = well fitted inhibition curve with a large enough effect in the polarisation, with a control signal flat, not every such curve was filed as active; inconclusive = small, poorly fitted or top-dose-only effect, or effect the other way, or a change in a side signal; inactive = no such curve, though single readings can be large or run the other way; the % refers to the polarisation; note: potency is the fitted concentration of half-maximal effect; % of control where 0% means no effect; many of its hits are not listed in these tables
Target sequence (O00255 whole entry, looked up): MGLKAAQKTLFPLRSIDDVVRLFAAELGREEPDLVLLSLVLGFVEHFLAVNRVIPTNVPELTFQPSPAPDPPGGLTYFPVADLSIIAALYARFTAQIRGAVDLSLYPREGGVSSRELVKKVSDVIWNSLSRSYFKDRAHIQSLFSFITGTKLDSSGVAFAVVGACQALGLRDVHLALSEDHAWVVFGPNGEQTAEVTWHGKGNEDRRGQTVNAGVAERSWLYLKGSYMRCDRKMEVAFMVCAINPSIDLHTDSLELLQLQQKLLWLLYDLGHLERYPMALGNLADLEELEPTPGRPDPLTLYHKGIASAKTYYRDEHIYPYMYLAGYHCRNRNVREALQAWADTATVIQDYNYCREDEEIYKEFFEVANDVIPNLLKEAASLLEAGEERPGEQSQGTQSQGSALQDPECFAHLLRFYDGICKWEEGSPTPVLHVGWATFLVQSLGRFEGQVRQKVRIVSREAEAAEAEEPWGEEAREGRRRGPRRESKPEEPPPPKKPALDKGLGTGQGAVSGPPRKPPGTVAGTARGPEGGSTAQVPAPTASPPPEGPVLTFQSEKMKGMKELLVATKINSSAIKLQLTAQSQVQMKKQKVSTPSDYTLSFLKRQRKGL
p53 reactivator = mutant p53 re-activation in reporter cells; Potency, µM (doses to about 92.2 µM), for inactives: at the highest dose activity change, positive = activation, actives largely listed as activators; H1299 p53-A138V BP100-luciferase reporter, luminescence, 24 h; AID 504706; 0.063% of 320,000 active; note: potency is the fitted concentration of half-maximal effect; % of control where 0% means no effect; nearly all actives have a fitted effect of over 45% in size
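p53-null H1299 cells stably carrying temperature-sensitive p53-A138V and a BP100-luciferase reporter were pinned with compounds (4-point, 1:5 series) and held 24 hrs at 37 deg C. Luminescence was read 10 min after detection reagent.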
ELG1 genotoxic = genotoxicity induction in ELG1-luciferase HEK293T cells; Potency, µM (doses to about 46 µM), for inactives: at the top dose activity change, positive = activation, most hits filed as activators; HEK293T ELG1-luciferase reporter, luminescence, 16 h; 1.3% of 330,000 active; AID 504466; note: potency is the fitted concentration of half-maximal effect; % of control where 0% means no effect; nearly all actives have a fitted effect of over 60% in size
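HEK293T cells expressing luciferase-tagged ELG1 were exposed to compound or DMSO vehicle for 16 hr at 37 °C and 5% CO2. Luciferase activity was then measured with ONE-Glo after 30 min at room temperature.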
Rab9 prom act = activators of Rab9 promoter; Huh7 Rab9 promoter-luciferase reporter, luminescence, 24 h; Potency, µM (titrated, usually from 9.22 µM), for inactives: at the top dose activation, negative = inhibition, hits mostly activators; 2.8% of 320,000 active; AID 485297; note: potency is the fitted concentration of half-maximal effect; % of control where 0% means no effect; nearly all actives have a fitted effect of over 60% in size
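Quantitative HTS format; Huh7 Rab9-luciferase reporter cells (1500/well) receive compound 2 h post-plating, incubate 24 h at 37 °C, then get luciferase reagent for 10 min before luminescence reading.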
RORg inh = ROR gamma (mouse) transcription inhibition; P51450; Drosophila S2 Gal4-RORgamma UAS-luciferase reporter, 20 h; 5.4% of 310,000 active; Potency, µM (doses to about 53.6 µM), for the others: at the top dose activity change, negative = inhibition, most hits filed as inhibitors; note: potency is the fitted concentration of half-maximal effect; % is set by controls: 0 for no effect and ±100 for the full control effect; nearly all actives have a fitted effect of over 60% in size
Target sequence (P51450 whole entry, looked up, the tested form may be a part): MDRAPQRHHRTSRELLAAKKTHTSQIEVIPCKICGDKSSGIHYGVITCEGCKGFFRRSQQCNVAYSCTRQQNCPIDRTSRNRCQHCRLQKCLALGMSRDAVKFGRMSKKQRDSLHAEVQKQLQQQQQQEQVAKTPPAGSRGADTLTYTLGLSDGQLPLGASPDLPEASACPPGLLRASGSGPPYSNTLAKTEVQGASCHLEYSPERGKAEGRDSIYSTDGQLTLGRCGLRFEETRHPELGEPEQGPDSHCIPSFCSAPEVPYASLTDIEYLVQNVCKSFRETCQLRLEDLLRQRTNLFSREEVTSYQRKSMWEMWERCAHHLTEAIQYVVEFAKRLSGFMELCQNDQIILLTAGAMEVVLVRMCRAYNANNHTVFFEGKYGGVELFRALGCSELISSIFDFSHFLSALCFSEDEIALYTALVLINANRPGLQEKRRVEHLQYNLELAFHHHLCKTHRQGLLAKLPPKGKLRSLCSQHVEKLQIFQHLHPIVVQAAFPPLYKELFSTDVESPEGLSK
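Stable Schneider cell line, Gal4 DNA-binding domain fused to ROR gamma, UAS-luciferase. Cmpd 1 hr RT → CuSO4 700 uM final → 20 hr RT → luciferase reagent 10 min → luminescence.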
Gal4-VP16 FLuc = Gal4-VP16 reporter inhibition counter-screen; Potency, µM (highest dose often 53.6 µM), inactives show at the highest dose activity, negative = inhibition, most hits filed as inhibitors; AID 2546; 3.5% of 310,000 active; Drosophila S2 Gal4-VP16 UAS-luciferase, luminescence, 20 h;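 note: Gal4-VP16 expression switched on by copper sulfate through the metallothionein promoter; potency is the fitted concentration of half-maximal effect; % is set by controls: 0 for no effect and ±100 for the full control effect; nearly all actives have a fitted effect of over 50% in size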
BRCA1 expr act = activators of BRCA1 expression. 1.1% of 380,000 active. Potency, µM (top dose mostly 46.1 µM), inactives show at the highest dose activation, actives largely listed as activators. MCF7-BRCA1-FFLuc reporter, luminescence, 48 h; response scale: scaled: vehicle 0%, 10 µM genistein 100%; note: potency is the fitted concentration of half-maximal effect; nearly all actives have a fitted effect of over 80% in size; some results filed as inactive show a strong effect at the top dose
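MCF7 cells carrying a BRCA1-firefly luciferase reporter (2000 cells/well, phenol-red free MEM) were attached for 2 h at 37 °C, then given compounds for 48 h. Luminescence was read 15 min after luciferase reagent; activity normalized to genistein (10 microM) and DMSO.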
FLuc modulator = firefly luciferase modulation, counter-screen for miR-21 project | 6.9% of 360,000 active | AID 588342 | purified FLuc, Km substrates, luminescence inhibition | P08659 | Potency, µM (series often up to 57.5 µM), inactives show top-dose activity change, negative = inhibition, actives largely listed as inhibitors;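 note: potency is the fitted concentration of half-maximal effect; plate controls were vehicle for no effect and reference inhibitor for full effect; nearly all actives have a fitted effect of over 55% in size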
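Biochemical qHTS of compounds, final roughly 60 µM downward over six points, against 10 nM purified firefly luciferase using Km concentrations of substrates (10 uM D-luciferin, 10 uM ATP) in Tris acetate pH 7.5 buffer; luminescence output.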
Giardia killer = Giardia lamblia killing | activity change, % at 7.66 µM, hits read low | Giardia lamblia trophozoite viability | AID 540267 | 0.15% of 340,000 active; in the data active = activity change below about -80%; inconclusive = between about -30% and that limit;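 note: parasites exposed to compound for two days anaerobically before the ATP read; % is set by controls: 0 for no effect and ±100 for the full control effect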
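Viability, read as ATP luminescence: trophozoites at 100 cells/well, compound added, 48 hrs anaerobic at 37 deg C, then 15-30 min room-temperature development before reading.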
PKM2 activator = PKM2 (human) enzyme activation | Potency, µM (top dose mostly 57.5 µM), for inactives: at the top dose activation, actives largely listed as activators | 0.34% of 260,000 active | P14618 | purified PKM2, Kinase-Glo ATP luminescence, activation; response scale: 0% is enzyme alone, no compound | AID 1631; note: potency is the fitted concentration of half-maximal effect; % is set by controls: 0 for no effect and ±100 for the full control effect; nearly all actives have a fitted effect of over 55% in size
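Purified hPK-M2 (>95%) run at intermediate activity with 0.1 mM ADP and 0.5 mM PEP in 50 mM imidazole pH 7.2, KCl, MgCl2; 1 h room temperature. ATP formed read by Kinase-Glo luminescence; normalized to uninhibited and no-enzyme controls.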
NPC1 prom act = NPC1 promoter activation; Huh7 NPC1 promoter luciferase reporter, 24 h; Potency, µM (series often up to 9.22 µM), for the others: at the top dose activation, most hits filed as activators; 2.4% of 320,000 active; AID 485313;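 note: potency is the fitted concentration of half-maximal effect; % of control where 0% means no effect; nearly all actives have a fitted effect of over 60% in size; reporter is driven by a mutant NPC1 promoter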
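Stably transfected Huh7 (NPC1 promoter→luciferase), 1500 cells/well in Opti-MEM + 10% FBS, 2 h settle, then compound 24 h at 37 °C. Luminescence after 10 min with Amplite reagent.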
* = called active by the depositor; ? = inconclusive; / = no result given; [ ] = another dose, or the depositor's remark. Unless noted, calls come from the whole dose curve; as a rule, active = well fitted curve in the direction sought with a large enough effect; inconclusive = small, poorly fitted or top-dose-only effect, or another doubt; inactive = no such curve, though single readings can be large; an effect the other way counts as inactive or inconclusive. This is a subset; count on the stated rates, not on these rows.

SMILES	Menin MLL FP TR	p53 reactivator	ELG1 genotoxic	Rab9 prom act	RORg inh	Gal4-VP16 FLuc	BRCA1 expr act	FLuc modulator	Giardia killer	PKM2 activator	NPC1 prom act
CC(=O)N1c2ccc(S(=O)(=O)N3CCC(C(=O)Nc4cccc(C)c4)CC3)cc2CC1C (centres undefined)	46%[activator]	-6%	-2%[9.26 µM]	0%	43%	?	-13%	2%	-15	/	-6%
CCSc1nc(=S)n(-c2ccccc2)c(C)c1C(C)=O	3%	-1%	-5%	-3%	?	11%	-14%	9%	23	-2%	1%
O=C(COC(=O)CNC(=O)c1ccc(Cl)c([N+](=O)[O-])c1)NC(=O)CN1CCCC1=O	/	0%	-6%	-6%	/	/	6%	-19%	7	/	0%
COC(=O)c1cccc(COC(=O)c2ccc(N(C)C)cc2)c1	6%	-7%	3%	?	?	4%	40%	?	-9	-1%	25%
Cc1c(NC(=O)CN2C(=O)NC3(CCCCC3C)C2=O)cccc1[N+](=O)[O-] (centres undefined)	/	6%	2%	-3%	/	/	-3%	-2%	-9	/	1%
Cc1cc2ccccn2c1C(=O)c1ccc(C#N)cc1	-11%	2%	-7%	1%	?	17%	-11%	-2%	-10	/	0%
Cc1ccc(C2CC(C(F)(F)F)n3ncc(C(N)=O)c3N2)cc1 (centres undefined)	1%	-2%	-1%	6%	-9%[10 µM]	2%	-13%	-10%	-14	-5%	7%
COc1ccc(COC(=O)C2=C(C)NC(=O)NC2c2cc(OC)ccc2OC)cc1 (centres undefined)	1%	/	?	-3%	41%	0%	-31%	-2%	-12	-4%	-3%
Cc1ccn2cc(C(=O)Nc3nnc(C)s3)nc2c1	-2%	?	?	3.2µM*	?	5%	?	15µM*	6	1%	?
C=CCONC(=O)c1cc(OCC(F)(F)F)ccc1OCC(F)(F)F	18%	0%	0%	4%	-6%	-8%	4%	-1%	7	-5%	-3%
O=C(C[n+]1ccccc1)N/N=C/c1ccc(F)cc1	14%	0%	4%	0%	13%	4%	21%	-1%	-11	-5%	-5%
CCCCCc1nnc(NC(=O)c2ccc(=O)n(C)n2)s1	2%	6%	3%	-1%	-6%	1%	10%	?	-9	0%	-1%
COc1ccccc1-c1nnc2n1N=C(c1ccc(O)c(O)c1)CS2	?	-1%	7%	-25%	-23%	-6%	?	0%	-16	14%	-22%
O=c1c2ccccc2ncn1-c1cccc(Cl)c1	-4%	7%	12%	5%	?	2%	-14%	0%	-11	4%	-4%
Cc1ccccc1-n1nc(C)c2c1N=C1C(Cl)=CC(Cl)=CN1C2c1ccc(C(=O)O)cc1 (centres undefined)	11%	-8%	-1%	-4%	4%	-17%	1%	-9%	16	?	-3%
O=C(COc1ccccc1)Nc1ccc2[nH]c(=O)[nH]c2c1	13%	-3%	9%	-7%	-15%	-2%	1%	-11%	-5	-6%	0%
Cc1nnc(SCc2nc3scc(-c4ccccc4)c3c(=O)[nH]2)s1	/	0%	-1%	-6%	?	-10%	0%	2%	-4	28µM*	-6%
O=C(Cc1ccc([N+](=O)[O-])cc1)c1ccc(O)cc1O	/	13%	12%	3%	31%	-4%	10µM*	-7%	-17	30%	3%
Cn1cc(C(=O)N2CCCC(Nc3ccc(F)cc3)C2)c2ccccc21 (centres undefined)	/	-11%	-4%	3%	21%	-11%	-5%	-5%	46[activator]	/	-2%
COc1ccc(/C=N/n2cnc3c([nH]c4ccc(F)cc43)c2=O)cc1CSc1ccccn1	/	19%	?	-8%	-5%	-4%	0%	1%	-17	-2%	0%
Cc1cccc(C)c1-n1c(C)cc(/C=N/NC(N)=S)c1C	-13%	17%	3%	-7%	0.89µM*	0.79µM*	-56%	-2%	2	-1%	-2%
Cc1nc(CNS(=O)(=O)c2cc(C)c(C)cc2C)cs1	-13%	-8%	-3%	-11%	40%	-5%	-12%	7%	1	0%	-3%
CC(=O)N1CC(=O)N=C1SCC(=O)Nc1nc(C)c(-c2ccccc2)s1	42%[activator]	21%	?	26%	?	1%	-31%	-18%	-16	20µM*	22%
COC(=O)c1ccc(N=C2SCC(=O)N2C)cc1	0%	/	1%	-9%	1%	-11%	5%	-3%	10	-2%	1%
CC(C)(C)NC(=O)CSc1nc(N)c(NC(=O)c2ccccc2F)c(=O)[nH]1	-13%	1%	-1%	-1%	5%	-5%	1%	-3%	6	22%	-2%
O=C(NCc1ccccc1Cl)C1CCC(=O)N1Cc1ccc(F)cc1 (centres undefined)	-14%	-4%	0%	-4%	7%	0%	11%	0%	-7	/	-3%
O=C(NCc1ccco1)c1cccnc1Cl	9%	7%	5%	-2%	9%	-4%	-8%	1%	10	1%	-18%
CCOC(=O)c1cnc(-n2nc(C)cc2C)[nH]c1=O	/	1%	-6%	-7%	6.3µM*	-27%	-5%	3%	13	-6%	3%
COc1cccc(OCC(=O)NNC(=O)C(=O)Nc2cccc(C)c2)c1	/	3%	?	24%	-8%	-6%	0%	?	3	-12%	?
COc1cc(CN2CCN(Cc3ccc4cc(F)ccc4n3)CC2CCO)cc(OC)c1 (centres undefined)	-27%	/	-11%	-1%	-17%	-10%	-50%	5%	-6	-1%[11.5 µM]	2%
Cc1cccc(NC(=O)COC(=O)Cc2cccc(C(F)(F)F)c2)c1C	-3%	-10%	-1%	-6%	8%	-6%	5%	0%	-13	-1%	-2%
COc1ccc(C(=O)Nc2ccc(S(=O)(=O)Nc3nccnc3OC)cc2)cc1	7%	-5%	-7%	-3%	?	1%	-3%	0%	17	5%	0%
COc1ccc2[nH]c(=O)c(CN(C(=O)c3cccnc3)c3ccccc3)cc2c1	-5%	1%	4%	-2%	35%	4%	-9%	2%	4	-6%	0%
Cc1ccc2[nH]c3c(c2c1)CN(C(C)C)CC3	2%	-6%	0%	0%	3%	1%	-19%	-3%	8	/	-7%
Cc1cc(Br)ccc1NC(=O)CN(C)C(=O)CNC(=O)Cc1ccccc1	/	-3%	1%	-1%	/	/	-14%	4%	7	/	-1%
COCCSc1ccccc1C(=O)N1CCC(Cc2ccccc2)CC1	?	3%	-12%	-3%	0%	2%	-2%	0%	-13	4%	3%
O=C(N/N=C/c1ccc[nH]1)c1cccc(Br)c1	19%	15%	8%	-11%	2.8µM*	5.6µM*	3%	?	-3	-3%	-18%
Cc1cc(C(F)F)n2nc(C(=O)Nc3c(F)cc(F)cc3Br)nc2n1	?	-9%	-5%	-2%	7%	-2%	0%	2%	-7	4%	1%
Cc1ccc(N(C)S(=O)(=O)c2ccc3c(c2)CC(C)N3C(=O)C2CC2)cc1 (centres undefined)	8%	-3%	-1%[9.26 µM]	-1%	17%	2%	-20%	-2%	2	/	-1%
CC1CCN(C(=O)CNS(=O)(=O)c2ccc(Br)s2)CC1	5%	8%	0%	-5%	-1%	-28%	4%	0%	16	6%	9%
COc1ccccc1NC(=S)N(CCN1CCOCC1)Cc1ccccc1F	-4%	0%	0%	0%	-21%	-22%	5%	-2%	2	-40%	-2%
Cc1ccccc1-c1nnn(Cc2ccc(-c3nn[nH]n3)cc2)n1	26%	-5%	-2%	4%	-3%	?	-2%	?	2	-9%	1%
O=C(NNC(=O)C1CCC1)c1ccc(Br)cc1	/	-3%	13%	1%	/	/	9%	-4%	0	/	-3%
Cc1ccc(NC(=O)C(C)N2C(=O)c3ccccc3S2(=O)=O)cc1Cl (centres undefined)	/	4%	-4%	-5%	/	/	2%	0%	-22	/	-2%
O=C(CSc1nnc2n(C3CCCCC3)c(=O)c3ccccc3n12)OC1CCCCC1	-13%	9%	-1%	0%	-2%	-1%	-2%	0%	7	1%	-8%
COc1cc2[nH]c(=S)n(Cc3ccccc3)c(=O)c2cc1OC	25%	-3%	4%	-2%	3.2µM*	5µM*	-8%	0%	-26	8%	-1%
COC(=O)[C@H](CCSC)NC(=O)Nc1ccc(C(C)=O)cc1	0%	0%	-4%	-4%	3%[10 µM]	0%	4%	6%	3	-4%	2%
CCc1nc(NC2CCCCC2)c(C#N)c2c1COC(C)(C)C2	-9%	7%	-1%	2%	-8%[10 µM]	1%	-17%	1%	-13	-3%	6%
CCOC(=O)c1ccc(NC(=S)N(CCCN2CCCCC2)Cc2ccco2)cc1	-13%	1%	-2%	5%	-14%	-4%	-8%	1%	-11	10%	0%
CCCn1c(O)c(N=N)c2ccccc21	-14%	-1%	4%	2%	5%	-5%	0%	1%	-18	3%	1%
OCCCCNCc1cc(Br)ccc1OCc1ccccc1F	-1%	-4%	-6%	0%	38%	-4%	-3%	4%	27	-4%	-4%
